CHRM1 antagonist: human CHRM1 antagonism | hit rate 1.3% among 360,000 | inhibition, % at 3 µM | CHO-K1 hM1, Fluo-8 calcium fluorescence, ACh EC80 antagonist | P11229;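 active means percent inhibition above its own plate's cutoff, namely the mean of that plate's compound wells plus 3 SD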;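 further: peak over basal fluorescence ratio during 140 s after agonist addition; 0% = ACh EC80 plus DMSO and 100% = DMSO alone without agonist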
Target sequence (P11229 whole entry, looked up): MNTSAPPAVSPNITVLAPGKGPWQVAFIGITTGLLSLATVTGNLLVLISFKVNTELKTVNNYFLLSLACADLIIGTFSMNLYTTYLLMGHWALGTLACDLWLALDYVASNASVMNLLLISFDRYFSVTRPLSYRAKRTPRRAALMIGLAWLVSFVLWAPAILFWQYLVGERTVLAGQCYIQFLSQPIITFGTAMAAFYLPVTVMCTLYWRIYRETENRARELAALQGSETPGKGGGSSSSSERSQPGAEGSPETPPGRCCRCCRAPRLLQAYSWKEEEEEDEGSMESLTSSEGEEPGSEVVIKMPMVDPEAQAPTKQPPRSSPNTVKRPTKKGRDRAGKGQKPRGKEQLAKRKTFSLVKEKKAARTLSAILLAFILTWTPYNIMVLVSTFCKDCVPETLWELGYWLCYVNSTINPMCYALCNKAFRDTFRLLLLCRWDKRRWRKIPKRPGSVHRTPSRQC
CHRM5 agonist: CHRM5 agonism in calcium assay; activation, % at 3 µM; CHO-K1 hM5 cells, Fluo-8 calcium fluorescence; 0% DMSO wells, 100% maximal acetylcholine response; P08912; hit rate 0.19% among 360,000;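 active means activation above the run's mean over test compounds plus 3 SD, cut at about 23% in these data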;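 further: signal is peak over basal fluorescence ratio across the kinetic read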
M1 PAM: human CHRM1 positive allosteric modulation. activation, % at 3 µM. CHO-K1 hM1, Fluo-8 calcium fluorescence, ACh EC20; 0% = ACh EC20, 100% = maximal ACh. hit rate 0.088% among 360,000. AID 588819; in the data active means activation above about 19%, passing the limit was not always enough
M1 ag: agonists of human M1 muscarinic receptor; CHO-K1 hM1, Fluo-8 calcium fluorescence, agonist mode; 0% DMSO, 100% acetylcholine EC100; activation, % at 3 µM; hit rate 0.33% among 360,000;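 active means activation above the run's mean compound activation plus 3 SD, cut at about 16% in these data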;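 further: peak over basal fluorescence ratio within a 140 s kinetic read after compound addition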
CHRM5 PAM: positive allosteric modulators of human muscarinic M5 receptor; activation, % at 3 µM; hit rate 0.3% among 360,000; P08912; AID 624038; CHO-K1 hM5, Fluo-8 calcium, ACh EC20 PAM; 0% = ACh EC20, 100% = ACh EC100;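 active means activation above the run cutoff, the mean activation of all test compounds plus 3 SD, cut at about 18% in these data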
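System – CHO-K1 hM5 cells · Compound – 3 µM, single dose · Incubation – compound preincubation 140 s before EC20 acetylcholine addition · Technique – Fluo-8 calcium fluorescence · Measure – Max/basal fluorescence ratio as % of EC20–EC100 ACh window · Benchmarks – low control EC20 acetylcholine (0%), high control EC100 acetylcholine (100%) · Replication – singlicate, one well per test compound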
M5 antag: CHRM5 antagonism in calcium assay | AID 624040 | inhibition, % at 3 µM | CHO-hM5 cells, Fluo-8 calcium fluorescence, ACh EC80 | P08912 | hit rate 0.59% among 360,000;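 active means inhibition above a per-plate cutoff, the mean of that plate's test compounds plus 3 SD, cut at about 27% in these data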;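 further: 0% = acetylcholine EC80 with DMSO and 100% = DMSO without agonist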
M4 ag: CHRM4 agonism in calcium assay. hit rate 0.14% among 360,000. AID 624127. CHO-K1 hM4/Gqi5, Fluo-8 calcium fluorescence; vehicle 0%, full acetylcholine response 100%. activation, % at 3 µM. P08173;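 active means activation above the run mean over all test wells plus 3 SD, cut at about 32% in these data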;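 further: peak over basal fluorescence ratio per well then scaled between controls; 0% = DMSO wells and 100% = acetylcholine at EC100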
TAAR1 agonist: human TAAR1 agonism; Q96RJ0; CHO RD-HGA16 TAAR1, Fluo-8 calcium fluorescence; vehicle wells 0%, saturating PEA agonist 100%; activation, % at 3 µM; hit rate 0.99% among 360,000; AID 624467;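 active means activation above the mean activation of all test compounds in the run plus 3 SD, cut at about 38% in these data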
Target sequence (Q96RJ0 whole entry, looked up): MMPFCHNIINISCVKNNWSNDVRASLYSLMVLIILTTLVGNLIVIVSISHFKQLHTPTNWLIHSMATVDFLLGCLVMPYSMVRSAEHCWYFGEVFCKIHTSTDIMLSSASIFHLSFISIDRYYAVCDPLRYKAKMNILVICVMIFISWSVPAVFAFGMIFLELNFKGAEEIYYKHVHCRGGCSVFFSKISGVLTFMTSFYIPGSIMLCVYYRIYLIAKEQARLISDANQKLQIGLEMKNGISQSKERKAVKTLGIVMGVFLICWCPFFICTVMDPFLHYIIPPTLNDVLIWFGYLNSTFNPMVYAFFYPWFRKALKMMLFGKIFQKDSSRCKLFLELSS
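System: CHO RD-HGA16 cells carrying human TAAR1 plus Gα16; Incubation: 17-24 h seeding, 75 min 37 °C dye, 30 min RT; Measured by: Fluo-8 fluorescence, 5 s baseline then 140 s kinetic read; Control set: DMSO and PEA EC100; Replication: single well for each compound.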
M4 antag: blocks acetylcholine activation of human M4 receptor; inhibition, % at 3 µM; AID 624125; hit rate 0.73% among 360,000; P08173; CHO-hM4 cells, ACh EC80, Fluo-8 calcium fluorescence;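 active means inhibition above its plate's cutoff, the mean inhibition of sample wells plus 3 SD, cut at about 27% in these data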;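 further: 0% = acetylcholine EC80 with DMSO and 100% = DMSO without agonist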
* hit, by the source's call; nt = no result given; & = joins results of further samples. The list is partial; the hit share may differ from the screen's.

1. O=C(NCCCc1ccccc1)c1cccs1
2. COc1ccc(CN(C)C(=O)c2cnc(OC)cc2C(F)(F)F)c(OC)c1
3. Cc1nc2ccc([N+](=O)[O-])cc2c(=O)n1Cc1ccc(Br)cc1
4. Cc1ccc(NC(=O)c2cc(S(=O)(=O)N3CCCCC3)c[nH]2)cc1C
5. CC(C)(C)c1cc(N)n(-c2ccc(C(=O)O)cc2)n1
6. CCC(CO)Oc1cc(NCc2ccc(C(=O)O)cc2)c2ncn(C(C)C)c2c1 (stereo not drawn)
7. COc1ccc(/C=C2\CCn3c2nc2ccccc2c3=O)cc1OC
8. CC(=O)Nc1cccc(-c2ccnc3c2CC(C)(C(=O)Nc2cccc(Oc4ccccc4)c2)O3)c1 (stereo not drawn)

compound no.,1,2,3,4,5,6,7,8
CHRM1 antagonist,5,-10,-2,-4,-11,12,-13,-11
CHRM5 agonist,1,1,2,0,0,1,3,-1
M1 PAM,7,9,-2,4,9,0,11,3
M1 ag,-3,-1,-2,-4,-5,2,-1,-5
CHRM5 PAM,-1,-5,-7,-3,-4,4,6,-3
M5 antag,9,3,4,-2,-2,11,2,6
M4 ag,0,6,3,1,1,0,1,3
TAAR1 agonist,5,12,1,0,-1,6,nt,2
M4 antag,-9,-7,13,-6,6,-6,-11,4

9. Cc1csc(NC(=O)CNC(=O)OCc2ccccc2)n1
10. COc1ccc(N2CCN(C(=O)Cc3ccc(Cl)cc3)CC2)cc1
11. [2H]c1c([2H])c([2H])c(-c2nc(N3CCCCCC3)sc2C(=O)c2ccccc2)c([2H])c1[2H]
12. CCCCNC(=S)NNC(=O)c1csc(C(C)C)c1
13. CCOC(=O)CCCOC(=O)c1ccc(S(=O)(=O)N(C)C)cc1
14. O=C(NCc1cccs1)C1CCN(S(=O)(=O)c2ccc3c(c2)OCCO3)CC1
15. CC(=O)OCC1=C(C(=O)O)N2C(=O)[C@@H](NC(=O)Cc3cccs3)[C@H]2SC1
16. CCC(C)Sc1nnc(CNC(=O)C23CC4CC(CC(C4)C2)C3)n1C1CCCCC1 (stereo not drawn)

compound no.,9,10,11,12,13,14,15,16
CHRM1 antagonist,-1,10,19,-10,-6,4,25,-11
CHRM5 agonist,1,11,-11,0,2,0,1,0
M1 PAM,6,-5,-18,8,1,2,-17,13
M1 ag,-2,0,-5,-3,-2,-6,-3,-4
CHRM5 PAM,-4,1,-10,-1,-3,-2,-3,-2
M5 antag,-1,-17,0,-2,2,0,9,3
M4 ag,1,3,0,0,1,3,0,0
TAAR1 agonist,7,3,15,7,4,3,6,8
M4 antag,-3,-17,9,5,-3,13,3,-6

17. CC(=O)Nc1cccc(OCC(=O)Nc2ccc(F)cc2)c1
18. O=S(=O)(Nc1cccc(-c2cn3c(n2)SCC3)c1)c1cccs1
19. COc1cc(OC)cc(C(=O)NCc2n[nH]c(=S)n2-c2ccccc2OC)c1
20. CCSc1nnc2c(n1)OC1(CCCC1)Nc1ccccc1-2
21. COC(=O)C(CSCc1ccccc1)NC(=O)CSc1nc(N)cc(=O)[nH]1 (stereo not drawn)
22. CCN1CCN(C(=O)c2ccc(NS(=O)(=O)c3ccccc3)cc2)CC1
23. COc1ccc(-n2c(SCC(=O)N3CCOCC3)nc(O)cc2=O)cc1
24. CCOC(=O)C(CC(=O)O)=C(c1ccccc1)c1ccccc1

compound no.,17,18,19,20,21,22,23,24
CHRM1 antagonist,-13,-6,-3,-1,-7,-13,-7,-3
CHRM5 agonist,5,0,-2,0,-1,0,0,-1
M1 PAM,12,4,2,6,3,-1,8,3
M1 ag,-1,-6,-6,-6,0,-7,-2,-3
CHRM5 PAM,4,-5,-3,-6,-8,-3,3,3
M5 antag,4,3,4,2,7,-7,0,5
M4 ag,4,5,0,-1,2,0,0,-1
TAAR1 agonist,4,0,4,-3,3,4,0,1
M4 antag,-9,-22,0,-4,-5,-3,-4,-8

25. CC(=O)Nc1ccc(NC(=O)CSc2nnc(C3CC3)n2-c2ccccc2)cc1
26. O=C(Nc1nnc(Cc2ccccc2)s1)c1cnccn1
27. CC(=O)c1ccc(OCC(O)CN2CCN(Cc3ccc4c(c3)OCO4)CC2)cc1 (stereo not drawn)
28. CC(C)C[C@H]1CNC(=S)N1C[C@H]1CCCN1C[C@H](Cc1ccc(O)cc1)N1C[C@H](CC(C)C)N(CC2CCCCCC2)C1=S
29. Cc1cc([N+](=O)[O-])ccc1NC(=O)/C=C/c1cccs1
30. CCCCN1C(=O)c2ccc(C(=O)Nc3ccc(S(=O)(=O)N(C)C)cc3)cc2C1=O
31. COc1ccc(Cn2c(-c3ccc(Br)cc3)c[n+]3ccccc23)cc1
32. CCCCC(=O)Nc1cccc(NC(=S)NC(C)=O)c1

compound no.,25,26,27,28,29,30,31,32
CHRM1 antagonist,-14,-7,-7&-14,-5,-3,1,42*,8
CHRM5 agonist,0,-3,-4&-1,-1,-4,5,-9,-2
M1 PAM,7,6,1&8,6,4,-7,-29,-4
M1 ag,0,0,-10&-9,-3,-7,-9,-11,-3
CHRM5 PAM,3,11,-1&-1,0,-2,-12,-13,2
M5 antag,3,-11,-5&-3,-6,0,9,13,-3
M4 ag,0,1,1&1,0,4,14,0,1
TAAR1 agonist,2,3,1&0,-1,7,9,3,2
M4 antag,-6,-20,0&-4,-14,-15,-13,16,0

33. O=C(Nc1ccc2c(c1)OCO2)c1cc(C2CCCCN2C(=O)c2ccc3ccccc3c2)on1 (stereo not drawn)
34. Clc1ccccc1CSc1nc2ccncc2[nH]1
35. NC(=O)CC(NC(=O)Cc1ccc(Br)cc1)c1ccc(N2CCC(Cc3ccccc3)CC2)c([N+](=O)[O-])c1 (stereo not drawn)
36. COc1cccc(C(=O)NNC(=O)Cc2cccs2)c1
37. CC(C)(C)NS(=O)(=O)c1ccc(OCC(=O)NCCC2=CCCCC2)cc1
38. Cc1ccc2cc(CCNC(=O)c3ccco3)c(=O)[nH]c2c1C
39. CC(C)CN(C(=O)COC(=O)c1ccc(Br)cc1)c1c(N)n(Cc2ccccc2)c(=O)[nH]c1=O
40. CN(C(=O)C1CCCN(c2ncnc3c2nc2n3CCCCC2)C1)c1cccc(Cl)c1 (stereo not drawn)

compound no.,33,34,35,36,37,38,39,40
CHRM1 antagonist,-24,-4,-12,-3,-2,-13,-8,10
CHRM5 agonist,1,-1,5,2,0,3,-3,-3
M1 PAM,10,-1,18,6,3,8,12,-22
M1 ag,-1,-5,0,-2,-5,-6,1,-11
CHRM5 PAM,3,-7,11,1,2,4,8,-11
M5 antag,-4,8,-5,10,-1,-2,-7,-2
M4 ag,1,1,-1,1,1,5,0,14
TAAR1 agonist,-1,-1,-1,1,6,2,2,3
M4 antag,-11,0,-1,6,6,-2,-2,3

8 entries already listed, ordered by heavy-atom count, high to low:
35. NC(=O)CC(NC(=O)Cc1ccc(Br)cc1)c1ccc(N2CCC(Cc3ccccc3)CC2)c([N+](=O)[O-])c1 (stereo not drawn)
33. O=C(Nc1ccc2c(c1)OCO2)c1cc(C2CCCCN2C(=O)c2ccc3ccccc3c2)on1 (stereo not drawn)
39. CC(C)CN(C(=O)COC(=O)c1ccc(Br)cc1)c1c(N)n(Cc2ccccc2)c(=O)[nH]c1=O
30. CCCCN1C(=O)c2ccc(C(=O)Nc3ccc(S(=O)(=O)N(C)C)cc3)cc2C1=O
37. CC(C)(C)NS(=O)(=O)c1ccc(OCC(=O)NCCC2=CCCCC2)cc1
38. Cc1ccc2cc(CCNC(=O)c3ccco3)c(=O)[nH]c2c1C
32. CCCCC(=O)Nc1cccc(NC(=S)NC(C)=O)c1
34. Clc1ccccc1CSc1nc2ccncc2[nH]1

compound no.,35,33,39,30,37,38,32,34
CHRM1 antagonist,-12,-24,-8,1,-2,-13,8,-4
CHRM5 agonist,5,1,-3,5,0,3,-2,-1
M1 PAM,18,10,12,-7,3,8,-4,-1
M1 ag,0,-1,1,-9,-5,-6,-3,-5
CHRM5 PAM,11,3,8,-12,2,4,2,-7
M5 antag,-5,-4,-7,9,-1,-2,-3,8
M4 ag,-1,1,0,14,1,5,1,1
TAAR1 agonist,-1,-1,2,9,6,2,2,-1
M4 antag,-1,-11,-2,-13,6,-2,0,0

The list continues.
41. CC(C)CCN(C(=O)Cc1ccccc1F)c1c(N)n(Cc2ccccc2)c(=O)[nH]c1=O
42. CC(C)(C)OC(=O)N(CCc1ccccc1)Cc1ccc(OCc2cccc(NC(=O)c3ccccc3)c2)cc1
43. CCOc1ccc(NC(=O)CN(C)C(=O)c2c(-c3ccccc3)noc2C)cc1OCC
44. Cc1c([N+](=O)[O-])c(C(=O)Sc2ccc(Br)cc2)nn1C
45. Brc1ccc(Oc2nnnn2-c2ccccc2)cc1
46. Cc1ccc(Nc2nc(NCc3ccco3)c3ccccc3n2)cc1
47. O=C(NCc1cccnc1)c1cccc(F)c1
48. CCOC(=O)Cc1csc(NC(=O)c2ccoc2C)n1

compound no.,41,42,43,44,45,46,47,48
CHRM1 antagonist,-15,4,2,-10,-3,31,-5,-6
CHRM5 agonist,6,3,2,3,-3,8,1,-1
M1 PAM,15,0,0,6,-2,-10,12,4
M1 ag,8,1,-4,-2,-4,4,-4,-5
CHRM5 PAM,5,-5,-7,7,-8,-14,8,2
M5 antag,2,-7,1,-9,-4,24,2,0
M4 ag,4,3,3,1,-2,9,1,1
TAAR1 agonist,4,1,5,-1,1,50*,12,4
M4 antag,1,-4,0,2,-7,15,8,-4

49. O=C(O)CC1Sc2ccccc2NC1=O (stereo not drawn)
50. O=C(COC(=O)c1ccc[nH]c1=O)NC1CCCc2ccccc21 (stereo not drawn)
51. Cc1cc(Sc2nc(NC(C)(C)C)nc(N3CCOCC3)n2)nc(Cl)n1
52. S=C(Nc1ccccc1Cl)NC1CCN(Cc2ccccc2)CC1
53. Cc1nnc(NC(=O)NCN2C(=O)C3C4C=CC(C4)C3C2=O)s1 (stereo not drawn)
54. Cc1oc2c(c(C)cc3oc(=O)c(CC(=O)N[C@@H](CCCNC(N)=O)C(=O)O)c(C)c32)c1C
55. O=S(=O)(c1ccccc1F)N1CCN(CCOc2ccccc2)CC1
56. Cc1sc(NC(=O)CSc2nnc3scc(-c4ccccc4)n23)c(C#N)c1C

compound no.,49,50,51,52,53,54,55,56
CHRM1 antagonist,-16,-6,-10,-4,0,-6,-3,-2
CHRM5 agonist,-5,2,-1,-1,-3,0,1,4
M1 PAM,5,6,5,0,6,8,0,4
M1 ag,-3,2,-4,1,-3,-2,-2,-2
CHRM5 PAM,-1,9,4,0,3,3,2,8
M5 antag,-14,9,-4,-2,-2,-1,5,-6
M4 ag,1,1,1,2,1,1,2,0
TAAR1 agonist,2,3,-1,4,3,0,2,9
M4 antag,-8,20,1,-1,-7,3,13,2

High-throughput results from PubChem.
